# From PubChem
# GPR55 activation: GPR55 agonists via beta-arrestin recruitment, primary screen, imaging, U2OS cells, beta-arrestin-GFP redistribution (AID 1961) | U2OS GPR55 beta-arrestin-GFP redistribution imaging; higher % means a stronger effect | activation, % at 10 µM; hits with a dose series show EC50 in µM | 290,000 tested, 0.048% active;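 active means activation above 40% with more than 50 cells counted in the well; inconclusive means wells holding fewer than 50 cells, flagged as toxic or sparse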;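 further: U2OS osteosarcoma cells stably expressing GPR55 and beta-arrestin-GFP; plate controls were DMSO negative control for no effect and LPI positive control for full effect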
# Myeloid diff 2: induction of myeloid progenitor differentiation, primary screen, cell-based, flow cytometry, MLPCN library | ER-HoxA9 myeloid progenitors, lysozyme-GFP differentiation | 360,000 tested, 1% active | AID 624256, 2012 | calls only at 10 µM;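 active means normalized GFP-positive differentiation at or above the plate's own cutoff, the solvent-only control mean plus 3 SD; inconclusive means no clear call, values can overlap the other calls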;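 further: cells exposed to compound for four days before flow analysis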
# KOR beta-arrestin-1: KOR antagonists, beta-arrestin recruitment, cell-based, luminescence, uHTS (AID 1778); Kappa-type opioid receptor (Homo sapiens); KOR beta-arrestin recruitment, luminescence, antagonist mode; higher % means a stronger effect; inhibition, % at 10 µM; hits with a dose series show IC50 in µM; 290,000 tested, 0.091% active; further: strong numbers were not always called active
# KOR beta-arrestin-2: KOR agonists, beta-arrestin recruitment, primary screen, cell-based, luminescence, uHTS (AID 1777) | Kappa-type opioid receptor (Homo sapiens) | activation, % at 10 µM, or EC50 in µM where a hit was titrated | KOR beta-arrestin recruitment, luminescence; higher % means a stronger effect | 280,000 tested, 0.02% active; in the data active means activation above about 50%, passing the limit was not always enough; further: a part of the inactive calls stands beside numbers as strong as those of hits
# HEK293 NOD2/NF-kB: NOD2 signaling inhibitors, cell-based, luminescence, uHTS, HEK293 (AID 1566); HEK293 NOD2/NF-kB luciferase reporter, luminescence; higher % means a stronger effect; inhibition, % at 4 µM, or EC50 in µM where a hit was titrated; 290,000 tested, 0.63% active; further: many of its hits are not listed in these tables
# T cell HTS: modulators of CD8 T cell-vesicle binding, primary screen, mouse 2C CD8+ T cells, flow cytometry | 2C CD8+ T cell-vesicle binding; stronger effect = lower value | calls only at 7 µM | 330,000 tested, 0.068% active | AID 2052, 2009;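 active means response, share of CD8 T cells binding vesicles, and their 90th percentile fluorescence all below set limits, cut at about 80% in these data, passing the limit was not always enough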
#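 Test system: purified 2C TCR transgenic mouse naive CD8+ T cells. Probe or stimulus: QL9-peptide-loaded Drosophila micro-vesicles bearing Ld, ICAM-1 and B7-1. Incubation: binding step 1.5 h, 37 °C, antibody labelling 20 min, ice. Measured by: flow cytometry of vesicle-bound cells.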
# NTR1 agonist: agonists of NTR1, primary screen, imaging, U2OS cells, beta-arrestin-GFP, high content (AID 493036). Neurotensin receptor type 1 (Homo sapiens), P30989. NTR1-U2OS beta-arrestin-GFP spot imaging, agonist mode. activation, % at 20 µM. 330,000 tested, 0.17% active;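 active means activation at or above 40% of the spot to cytoplasm intensity ratio, with at least 20 cells analyzed; inconclusive means wells under 20 cells, flagged as cytotoxic or low count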;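 further: 0% = DMSO without peptide and 100% = 100 nM NTR1 peptide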
# Target sequence (P30989 whole entry, looked up): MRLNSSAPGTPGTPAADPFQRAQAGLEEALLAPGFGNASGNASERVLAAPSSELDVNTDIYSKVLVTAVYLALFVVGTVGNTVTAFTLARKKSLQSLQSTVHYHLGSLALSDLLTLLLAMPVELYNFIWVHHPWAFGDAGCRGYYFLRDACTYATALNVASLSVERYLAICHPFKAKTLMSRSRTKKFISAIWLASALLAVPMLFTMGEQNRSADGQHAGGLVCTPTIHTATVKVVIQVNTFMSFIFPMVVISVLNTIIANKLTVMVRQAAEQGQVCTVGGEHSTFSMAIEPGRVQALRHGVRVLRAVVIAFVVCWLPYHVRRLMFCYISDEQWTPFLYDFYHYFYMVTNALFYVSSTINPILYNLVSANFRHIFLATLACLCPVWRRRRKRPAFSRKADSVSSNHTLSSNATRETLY
# NOD1 NF-kB reporter: NOD1 signaling inhibitors, primary screen, cell-based, luminescence, uHTS (AID 1578); NOD1-driven NF-kB luciferase reporter cells, luminescence; higher % means a stronger effect; inhibition, % at 4 µM, or EC50 in µM where a hit was titrated; 290,000 tested, 1% active; in the data active means inhibition mostly above about 36%, no sharp cut-off; inactive means mostly below about 34%;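 further: HEK-293T reporter cells stimulated with the NOD1 agonist gamma-tri-DAP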
# GPR55 antagonists: GPR55 antagonists blocking LPI-driven arrestin recruitment, primary screen, imaging, U2OS, beta-arrestin-GFP, LPI agonist (AID 2013). G-protein coupled receptor 55 (Homo sapiens). U2OS GPR55 beta-arrestin-GFP translocation imaging, LPI antagonism; higher % means a stronger effect. inhibition, % at 10 µM, or IC50 in µM where a hit was titrated. 290,000 tested, 0.13% active;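 active means spots per cell inhibited over 60%, with over 100 cells counted and total cytoplasm intensity under 500,000; inconclusive means wells with under 100 cells, flagged as likely toxic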;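 further: U2OS cells stably carrying GPR55 and arrestin-GFP stimulated by 5 µM LPI near EC80; imaged beta-arrestin-GFP aggregate spots per cell after agonist stimulation; plate controls were LPI-stimulated DMSO wells for no effect and DMSO wells without LPI for full effect; some results filed as inactive read as strong as hits; confirmed hits need IC50 under 10 µM and bright autofluorescent wells are also inconclusive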
# T cell HTS vesicle-bound %: recorded beside T cell HTS, whose call it bears; double positive events, %; measured here: CD8+ vesicle-bound cell fraction;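 binding gate set so that unloaded-vesicle control wells show 10% double positive cells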
# NTR1 agonist cell count 20 µM: recorded beside NTR1 agonist, whose call it bears; cell count; measured here: cell count, cytotoxicity flag
# Myeloid diff 2 GFP+ MAC1+ %: recorded beside Myeloid diff 2, whose call it bears; GFP+ MAC1+ double positive, %; measured here: differentiation confirmed by MAC1 staining
# Starred values were filed as active, the others as inactive; i = inactive; ? = inconclusive; · = not tested or not shown; + = active, no number; [ ] = remark or other dose. Unless noted, no stated cut-off is given here; in the data, active means inhibition above about 50%; inactive means the rest. A portion of the library. The share of hits here may be higher or lower than overall.
SMILES,GPR55 activation,Myeloid diff 2,Myeloid diff 2 GFP+ MAC1+ %,KOR beta-arrestin-1,KOR beta-arrestin-2,HEK293 NOD2/NF-kB,T cell HTS,T cell HTS vesicle-bound %,NTR1 agonist,NTR1 agonist cell count 20 µM,NOD1 NF-kB reporter,GPR55 antagonists
CC1(C)CC(=O)C2=C(C1)Nc1ccccc1NC2c1cccc(F)c1 (stereo unspecified),-0.2%,i,0.5,-10%,-2.9%,6%,i,56,-0.3,79,58%,-22%
CCCC(=O)Nc1c2c(nn1-c1ccc(OC)cc1)CS(=O)C2 (stereo unspecified),1.2%,i,0.8,3%,-2.2%,8%,i,20,0.0,60,-31%,2%
Cc1ccc(C)c(OCc2nnc(N)s2)c1,0.0%,i,4.5,-14%,-3.0%,15%,i,41,-0.8,44,-11%,33%
O=C(NCc1ccc2c(c1)OCO2)C1CCCN1C(=O)Nc1cccc(Cl)c1 (stereo unspecified),-0.2%,i,1.1,5%,-5.5%,9%,i,5,-1.3,90,-1%,-3%
CCN(Cc1ccccc1)C(=O)CCNS(=O)(=O)c1cc(Br)cnc1N,-0.2%,i,0.0,-10%,-2.2%,-1%,i,35,0.8,67,-18%,11%
O=[N+]([O-])c1ccc(N2CCN(S(=O)(=O)c3ccc(Cl)c(Cl)c3)CC2)cc1NCCN1CCOCC1,-0.2%,i,2.1,18%,-5.8%,25%,i,47,1.2,34,-5%,22%
O=C(N/N=C/c1ccc(Br)cc1)c1ccccc1-n1cccc1,-0.1%,i,3.9,-4%,6.3%,-26%,i,48,2.3,61,1%,16%
Cc1ccc(C(=O)Nc2ncnc3sc4c(c23)CCCCC4)cc1,0.2%,i,0.6,-7%,3.6%,13%,i,42,7.1,84,14%,24%
O=C1CCCN1CCC1CCN(C(=S)Nc2ccc(F)cc2)CC1,-0.1%,i,0.7,4%,-5.5%,1%,i,25,-1.0,95,-11%,-6%
CCOC(=O)NC(=O)CN1C(=O)NC(C)(c2ccccc2)C1=O (stereo unspecified),-0.2%,i,2.0,-30%,-4.7%,3%,i,36,3.4,53,1%,-7%
CCN(CCCNC(=O)CN1C(=O)COc2ccccc21)c1ccccc1,-0.1%,i,1.9,12%,-2.2%,-30%,i,37,-0.5,60,-20%,6%
COc1ccc(OCc2n[nH]c(=S)n2-c2ccc(C)cc2)cc1,-0.2%,i,0.5,-6%[20 µM],·,20%,i,58,0.0,83,-20%,-3%
CCOC(=O)CCc1n[nH]c(=O)[nH]c1=O,0.0%,i,0.3,14%,-1.5%,1%,i,43,2.0,51,-12%,20%
O=C(Cn1c2ccccc2c2nc3n(c(=O)c21)CCS3)Nc1ccccc1C(F)(F)F,1.2%,i,1.6,21%,-6.3%,1%,i,63,3.1,64,-30%,7%
CN(C)S(=O)(=O)c1ccc2c(c1)Cc1cc(S(=O)(=O)N(C)C)ccc1-2,0.4%,i,0.7,-6%,-2.1%,-19%,i,8,0.2,29,-6%,9%
CCN(CC)CCCNC(=S)N1CCn2c(nc3ccccc32)C1,0.2%,i,1.9,·,·,19%,i,0,2.2,47,-14%,3%
COCCN1C(=O)C(O)=C(C(=O)c2ccco2)C1c1cccc(Oc2ccccc2)c1 (stereo unspecified),0.3%,i,1.1,-23%,1.7%,6%,i,14,0.6,33,-13%,-4%
CCCCC(CC)C(=O)Nc1ccc(C#N)cc1 (stereo unspecified),0.1%,i,1.8,-29%,8.1%,-5%,i,52,-2.1,88,-19%,5%
COCc1nnc(NC(=O)CCc2ccc(OC)cc2)s1,-0.2%,i,0.2,-13%,-0.6%,0%,i,37,0.5,60,-34%,-9%
Cc1nc(C)n(CCNC(=O)c2ccco2)n1,0.8%,i,1.2,-38%[20 µM],-0.7%,-12%,i,54,-0.9,82,-15%,14%
NNC(=O)COc1cccc(C(F)(F)F)c1,-0.2%,i,0.4,-50%,4.4%,5%,i,27,-1.4,45,12%,-2%
CCC(C)C(NC(=O)OCc1ccccc1)C(=O)NC(Cc1ccc(O)cc1)C(=O)OC (stereo unspecified),-0.2%,i,0.7,17%,4.9%,9%,i,41,3.8,65,-8%,5%
COc1ccccc1NS(=O)(=O)c1cc(NC(=O)C2CCCC2)ccc1N1CCOCC1,-0.5%,i,0.5,-14%,-1.3%,6%,i,10,4.5,61,-14%,0%
Cn1c(=O)c2c(nc(CN3CCN(c4ccccc4)CC3)n2Cc2ccccc2F)n(C)c1=O,-0.3%,·,·,11%,-1.5%,15%,·,·,·,·,-4%,-11%
O=C(CSc1nnc(-c2cccs2)n1CC1CCCO1)c1cc2ccccc2o1 (stereo unspecified),-0.2%,i,1.4,2%,-4.0%,16%,i,54,4.2,66,8%,-31%
Cc1ccc2c(c1)C1CN(C)CCC1N2C(=O)COc1ccc(N(C)C(=O)c2ccccc2)cc1 (stereo unspecified),-0.4%,i,0.1,·,·,-2%,i,43,-0.7,95,-63%,8%
CCN(CC)S(=O)(=O)c1ccc(N2CCOCC2)c(NC(=O)c2cc(=O)[nH]c3ccccc23)c1,-0.4%,i,0.6,-32%,2.1%,16%,i,38,0.7,37,-29%,4%
O=C(CCC(=O)n1ncc2ccccc21)NCc1ccc(F)cc1,0.0%,i,0.6,-19%[20 µM],·,10%,i,37,2.2,78,-1%,-2%
O=C1C2C3C=CC(C3)C2C(=O)N1CN(Cc1ccccc1)CN1C(=O)C2C3C=CC(C3)C2C1=O (stereo unspecified),-0.3%,i,1.5,-38%,·,2%,i,28,1.3,77,-14%,-4%
CCOC(=O)N1CCN(C(=O)CSc2nnc(CNC(=O)c3c(F)cccc3Cl)o2)CC1,-0.1%,i,0.3,-23%,-0.7%,14%,i,34,-0.1,60,4%,-6%

# Of the compounds above, these contain two or more sulfur atoms.
SMILES,GPR55 activation,Myeloid diff 2,Myeloid diff 2 GFP+ MAC1+ %,KOR beta-arrestin-1,KOR beta-arrestin-2,HEK293 NOD2/NF-kB,T cell HTS,T cell HTS vesicle-bound %,NTR1 agonist,NTR1 agonist cell count 20 µM,NOD1 NF-kB reporter,GPR55 antagonists
CN(C)S(=O)(=O)c1ccc2c(c1)Cc1cc(S(=O)(=O)N(C)C)ccc1-2,0.4%,i,0.7,-6%,-2.1%,-19%,i,8,0.2,29,-6%,9%
O=C(CSc1nnc(-c2cccs2)n1CC1CCCO1)c1cc2ccccc2o1 (stereo unspecified),-0.2%,i,1.4,2%,-4.0%,16%,i,54,4.2,66,8%,-31%

# Following part.
SMILES,GPR55 activation,Myeloid diff 2,Myeloid diff 2 GFP+ MAC1+ %,KOR beta-arrestin-1,KOR beta-arrestin-2,HEK293 NOD2/NF-kB,T cell HTS,T cell HTS vesicle-bound %,NTR1 agonist,NTR1 agonist cell count 20 µM,NOD1 NF-kB reporter,GPR55 antagonists
CCN1CCN(c2cc(-c3ccccc3)nc3cc(-c4cccc(F)c4)nn23)CC1,-0.3%,i,0.8,-36%,8.1%,8%,i,37,5.0,58,38%,22%
COc1cccc(CN2CCC(C(=O)N3CCN(c4ccccc4F)CC3)CC2)c1,0.0%,i,1.0,25%,0.6%,20%,i,36,1.9,53,-22%,8%
CCN(CC)CCNC(=O)C1CCC(=O)N1CCc1ccccc1 (stereo unspecified),0.6%,i,0.7,-8%,6.2%,16%,i,9,0.8,51,10%,0%
Cc1cccc(-n2c(CNC(=O)c3ccccc3)nnc2SCC(=O)Nc2nccs2)c1,-0.1%,i,4.1,32%,-3.0%,10%,i,14,-1.6,92,-33%,-13%
Cc1ccc(S(=O)(=O)N2CCOCC2)cc1C(=O)NCC1CCCO1 (stereo unspecified),-0.1%,?,·,7%,15%,6%,i,28,-0.1,65,27%,-22%
O=C(CNC(=O)OCc1ccccc1)NC1CCCCCCC1,0.1%,+,7.6*,18%,-3.5%,17%,i,44,-0.7,39,7%,5%
CC(=O)N(Cc1cc(=O)[nH]c2ccccc12)c1cccc(C)c1,-0.2%,i,1.3,-3%,-11%,7%,i,18,2.4,39,10%,0%
Cc1cc2c(NCCc3ccccc3)ncnc2s1,-0.1%,+,7.7*,32%,-2.8%,18%,i,25,-0.1,71,39%,10%
COC(=O)c1sccc1NC(=O)Cn1nnc(-c2ccccc2C)n1,-0.5%,i,0.8,-15%,-0.6%,1%,i,32,2.2,59,6%,8%
CCOC(=O)c1cc2sc(C)cc2n1CC(=O)Nc1cccc(C)c1C,-0.5%,i,8.1,11%,-5.3%,23%,i,24,0.0,37,-10%,-8%
Cc1noc(C)c1C(=O)OCC(=O)Nc1c(F)cccc1F,-0.2%,i,1.5,5%,-8.6%,5%,i,38,2.8,50,-18%,15%
Cc1nnc(NC(=O)c2cccc(Br)c2)s1,0.0%,i,0.5,-5%,-7.5%,-2%,i,1,0.6,47,-26%,6%
Cc1cc(C(=O)CSc2n[nH]c(-c3ccccc3F)n2)c(C)n1Cc1cccs1,0.0%,i,1.0,6%,-2.8%,19%,i,43,5.2,50,29%,-8%
COc1nc(NCCO)nc(Nc2cc(Cl)ccc2OC)n1,0.3%,i,0.6,-30%[20 µM],2.5%,-5%,i,41,1.1,59,-39%,12%
Cc1cc2cc(CNC(=O)CCC(=O)O)ccc2[nH]1,-0.1%,i,0.4,15%,-4.6%,18%,i,26,-2.0,63,7%,4%
CCOC(=O)c1ccc(NC(=O)Cn2nnc3ccccc32)cc1,-0.2%,i,1.5,-34%,6.3%,-34%,i,48,-0.5,44,-30%,7%

# Record cards, from the list above. Order of screens: GPR55 activation, Myeloid diff 2, Myeloid diff 2 GFP+ MAC1+ %, KOR beta-arrestin-1, KOR beta-arrestin-2, HEK293 NOD2/NF-kB, T cell HTS, T cell HTS vesicle-bound %, NTR1 agonist, NTR1 agonist cell count 20 µM, NOD1 NF-kB reporter, GPR55 antagonists
# Entry for O=C(CNC(=O)OCc1ccccc1)NC1CCCCCCC1 : 0.1%, +, 7.6*, 18%, -3.5%, 17%, i, 44, -0.7, 39, 7%, 5%
# Entry for COc1nc(NCCO)nc(Nc2cc(Cl)ccc2OC)n1 : 0.3%, i, 0.6, -30%[20 µM], 2.5%, -5%, i, 41, 1.1, 59, -39%, 12%
